From PubChem
STAT1 blocker: STAT1 signaling inhibitors, primary screen, cell-based, HTS, luciferase reporter | NIH 3T3 STAT1-luciferase reporter, IFN-gamma, luminescence | inhibition, % at 5.5 µM | 0.35% of 200,000 active | AID 920, 2007;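 active = inhibition above a set limit, the mean inhibition across all tested compounds plus 3 SD, cut at about 34% in these data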;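 also: 0% = IFN-gamma with DMSO and 100% = IFN-gamma with 300 µM nifuroxazide; values of inactives mirror those of a sister screen read the other way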
STAT3 act: IL-6 driven STAT3 reporter potentiators, primary screen, U3A cells, luciferase, luminescence, MLSCN library; IL-6 STAT3-luciferase reporter; 100% = signal with IL-6 EC80 alone; activation (% of control), % at 5.6 µM; 0.91% of 190,000 active; AID 871, 2007;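 active = activation above the screen-wide mean of compound activation plus 3 SD, cut at about 130% in these data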;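 also: 0% = background luminescence of wells with medium and substrate only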
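Detection: reporter luminescence signal / Assay system: STAT1-lacking human U3A cells, STAT3 luciferase reporter / Incubation: compound pre-incubation 1 h before IL-6, then 6 h stimulation at 37 °C / Control set: IL-6-only high control / Read-out: % activation relative to IL-6 control / Probe or stimulus: Interleukin-6, 33 ng/mL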
SRC2 TRFRET art: TR-FRET signal artefacts, primary screen, artefact control for PPARgamma SRC-2 agonist project, biochemical. TR-FRET artefact counter-screen; active compounds read high. TR-FRET ratio at 8 µM. 0.4% of 200,000 active; in the data active = TR-FRET ratio above about 2000; also: inactives centre near 1500
ROMK primary: ROMK potassium channel modulators, primary screen, cell-based, thallium flux, MLSMR library. ATP-sensitive inward rectifier potassium channel 1 (Homo sapiens), P48048. Tet-inducible ROMK, thallium flux fluorescence; actives lie on both sides. B-score at 10 µM. 2% of 130,000 active. AID 1918, 2009;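 active = signal ratio slope over the read window, or its plate-corrected B-score, at least 3 SD from the plate mean, either direction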;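 also: B-score of the F/F0 ratio slope over 7 to 12 s after thallium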
STAT3 blocker: IL-6 driven STAT3 reporter inhibitors, primary screen, U3A cells, luciferase, luminescence, MLSCN library | IL-6 STAT3-luciferase reporter; host cell line lacks STAT1 | inhibition, % at 5.5 µM | 0.89% of 190,000 active;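 active = inhibition above the mean inhibition across all screened compounds plus 3 SD, cut at about 44% in these data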;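 also: 0% = DMSO only wells and 100% = 100 µM nifuroxazide control wells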
PPARg SRC-2 ag: agonists of PPARg-SRC-2 recruitment, primary screen, biochemical, HTS | 0.34% of 200,000 active | Peroxisome proliferator-activated receptor gamma (Homo sapiens), P37231 | PPARgamma LBD-SRC-2 recruitment | activation, % at 8 µM; in the data active = activation above about 22%;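 also: 0% = vehicle and 100% = reference agonist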
Target sequence (P37231 whole entry, looked up, the tested form may be a part): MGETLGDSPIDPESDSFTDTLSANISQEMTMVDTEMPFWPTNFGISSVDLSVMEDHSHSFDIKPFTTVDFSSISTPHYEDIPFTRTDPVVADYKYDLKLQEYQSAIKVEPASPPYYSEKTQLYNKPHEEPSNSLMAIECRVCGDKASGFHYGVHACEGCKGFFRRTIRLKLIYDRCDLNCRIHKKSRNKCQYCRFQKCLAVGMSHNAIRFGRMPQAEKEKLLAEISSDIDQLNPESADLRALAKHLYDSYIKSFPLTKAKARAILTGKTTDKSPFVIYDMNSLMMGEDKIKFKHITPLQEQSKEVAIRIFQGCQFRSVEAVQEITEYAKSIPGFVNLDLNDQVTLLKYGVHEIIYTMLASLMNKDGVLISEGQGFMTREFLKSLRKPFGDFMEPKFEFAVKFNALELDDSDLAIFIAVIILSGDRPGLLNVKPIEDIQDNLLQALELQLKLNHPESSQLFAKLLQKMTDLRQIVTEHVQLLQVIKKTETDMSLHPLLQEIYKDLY
PPARg SRC-1 ag: PPARgamma agonists recruiting SRC-1 coactivator, primary screen, biochemical; PPARgamma-SRC-1 coactivator recruitment biochemical assay; 0.41% of 200,000 active; Peroxisome proliferator-activated receptor gamma (Homo sapiens), P37231; AID 631, 2007; activation, % at 8 µM; in the data active = activation above about 19%;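 also: 0% = DMSO and 100% = reference agonist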
RAM inhibit: inhibitors of the yeast RAM network, primary screen, dse1pr::URA3 reporter, 5-FOA selection; AID 868, 2007; 1.8% of 190,000 active; inhibition, % at 50 µM; S. cerevisiae dse1pr::URA3 reporter, 5-FOA growth OD615, 2 d; analog-sensitive cbk1-as2 kinase mutant strain;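 active = inhibition above a set limit, 3 SD over mean compound inhibition, cut at about 8.4% in these data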;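 also: 0% = DMSO-only wells with no growth and 100% = 10 µM 1-NA-PP1 full growth; inhibition rescues growth on 5-FOA so higher OD means more RAM inhibition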
TLR4 MyD88 comp: inhibitors of TLR4-MyD88 association in cells, primary screen, cell-based, HeLa CL3-4, BLA complementation, FRET ratio | HeLa CL3-4 TLR4/MyD88 BLA complementation | inhibition, % at 8.4 µM | 0.18% of 200,000 active | AID 861, 2007; in the data active = inhibition above about 25%;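 also: 0% = vehicle and 100% = reference inhibitor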
S1P3 antagonist: S1P3 receptor antagonists, primary screen, cell-based | Sphingosine 1-phosphate receptor 3 (Homo sapiens), Q99500 | CHO S1P3 NFAT-BLA reporter, FRET fluorescence, antagonist mode | inhibition, % at 4.98 µM | AID 485, 2006 | 0.27% of 170,000 active;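 active = inhibition above the plate cutoff, the mean inhibition of test wells on that plate plus 3 SD, cut at about 28% in these data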;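 also: cells challenged with S1P at its EC80 of 0.8 µM; blue over green emission ratio from cleaved BLA substrate after 4 h stimulation; 0% = S1P-stimulated wells and 100% = unstimulated DMSO-only wells; some compounds past the cut are filed as inactive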
Target sequence (Q99500 whole entry, looked up): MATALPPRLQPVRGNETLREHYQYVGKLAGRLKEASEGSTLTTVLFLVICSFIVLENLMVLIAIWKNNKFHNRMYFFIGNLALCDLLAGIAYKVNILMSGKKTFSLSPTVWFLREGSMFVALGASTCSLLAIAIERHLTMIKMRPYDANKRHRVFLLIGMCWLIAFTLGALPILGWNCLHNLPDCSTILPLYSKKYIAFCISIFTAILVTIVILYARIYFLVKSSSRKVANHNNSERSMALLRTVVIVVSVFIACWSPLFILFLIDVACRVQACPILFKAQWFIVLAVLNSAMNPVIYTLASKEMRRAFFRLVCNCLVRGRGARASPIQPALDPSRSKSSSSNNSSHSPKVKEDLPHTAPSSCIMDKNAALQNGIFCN
PPARg SRC3 recr: PPARgamma agonists recruiting SRC-3 coactivator, primary screen, biochemical; biochemical PPARgamma/SRC-3 coactivator recruitment assay; Peroxisome proliferator-activated receptor gamma (Homo sapiens), P37231; 0.26% of 200,000 active; activation, % at 8 µM; in the data active = activation above about 23%;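 also: 0% = DMSO and 100% = reference agonist; some compounds past the cut are filed as inactive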
An asterisk follows results filed as active; x = no result given. The order is random; about 5.6% have a hit in one of these screens.

SMILES	STAT1 blocker	STAT3 act	SRC2 TRFRET art	ROMK primary	STAT3 blocker	PPARg SRC-2 ag	PPARg SRC-1 ag	RAM inhibit	TLR4 MyD88 comp	S1P3 antagonist	PPARg SRC3 recr
COCCn1c(=O)c2c(nc3n2CCN3c2ccc(C)cc2)n(C)c1=O	-7	87	1633	0.68	20	4	2	-0.7	-10	-6	2
O=S1(=O)C=C(SCc2cccc(Cl)c2)Nc2ccccc21	2	91	1468	x	14	2	-2	2.4	-20	x	14
CCn1c(SCc2nc(-c3ccccc3)no2)nnc1-c1cccs1	-8	91	1342	-0.087	11	-4	-3	1.3	-3	x	-2
CC1CCN(C(=O)C(NS(=O)(=O)c2cccc3nsnc23)c2ccccc2)CC1 (stereo not drawn)	-6	108	1307	x	-4	2	0	2.3	10	-10	16
CCCC(=O)Nc1ccccc1Sc1ncnc2scc(-c3ccccc3)c12	-1	98	1621	-0.064	5	-4	2	1.3	1	-2	1
COc1ccc(C(=O)c2cc3ccc(O)cc3oc2=O)cc1	14	93	1487	0.14	5	4	4	2.0	-13	x	-1
CSc1ccc(C#N)cc1NC(=O)c1cccnc1Cl	-3	104	1438	-0.42	0	2	-7	-0.1	16	2	-8
O=C(c1ccccn1)c1cc2ccccc2n1S(=O)(=O)c1ccccc1	-7	104	1661	x	-6	6	4	1.1	-1	1	4
CC(C)NC(=O)COC(=O)c1cccc(NS(=O)(=O)/C=C/c2ccccc2)c1	-4	95	1606	-0.83	14	22*	-2	5.6	-5	-3	3
CCS(=O)(=O)c1ccc(-c2csc(-c3ccccc3Cl)n2)c(Cl)c1Cl	-7	97	1443	x	8	1	-4	6.5	-6	x	0
CSc1nc(Cl)c(C#N)c(-c2ccc(C)cc2)n1	17	106	1576	x	-1	0	1	3.0	6	x	5
CC(=O)c1cccc(NC(=O)COC(=O)c2ccc3c(c2)OCCO3)c1	-6	99	1639	0.025	12	-10	5	4.8	-6	-8	3
CCCN1CCN(C(=O)Cn2ncc3ccccc32)CC1	-11	109	1450	x	-11	-15	-3	2.7	8	-30	-1
CN1C(=O)N(C)C2(c3ccccc3)Nn3c(s/c(=C/c4ccccc4)c3=O)=NC12c1ccccc1 (stereo not drawn)	13	99	1467	-0.33	-2	4	0	4.5	-3	x	8
CCCc1cc(NCCCN2CCOCC2)n2c(nc3ccccc32)c1C#N	4	98	1351	-0.71	6	-2	-1	0.2	1	x	7
Cc1ccccc1C(=O)NCCN=C1NS(=O)(=O)c2ccccc21	-11	92	1475	x	18	-8	-3	0.8	-10	-8	-8
CCOC(=O)c1[nH]c(C)c(/C(O)=C2\C(=O)C(=O)N(CCCN(C)C)C2c2cccnc2)c1C (stereo not drawn)	3	97	1492	0.013	4	-3	-3	-0.1	-16	-4	-6
Nc1nn2c(-c3ccccc3)cc(=O)[nH]c2c1N=Nc1ccc(Br)cc1	-14	106	1640	1.7	0	6	-7	14*	-6	-5	-5
COc1ccccc1CN1C[C@@H]2C[C@@H](C3=Cc4cccc(OC)c4OC3)N3CCC[C@@]23C1=O	5	105	1660	0.75	0	10	4	-0.1	-14	-1	5
COc1cc(OC)cc(C(=O)N[C@H](C(=O)N2CCc3ccccc32)C(C)C)c1	4	105	1594	x	0	6	8	0.9	-3	1	2
CC(C)Oc1ccc(CSc2nnc3n(C)c(=O)c4c5c(sc4n23)CCCC5)cc1	-4	100	1575	x	5	1	2	x	16	-20	-1
N=c1c2c(n(Cc3cccc(Cl)c3)c3c1CCC3)CCCC2	32	56	1753	-0.76	54*	10	2	0.7	3	x	-10
CC(=O)Oc1cc(OC(C)=O)c2c(C)cc(=O)oc2c1	-6	105	1693	x	-1	12	3	2.8	-1	4	6
CCN(Cc1ccccc1)c1ccc(/C=N/NC(=S)NC(C)C)cc1	0	97	1447	-0.14	5	-1	-6	4.1	1	-12	-2
C=CCSc1nnc(NC(=O)Cc2ccc(OC)c(OC)c2)s1	0	103	1446	-0.27	-2	-2	-5	2.4	-5	-16	-4
CCOC(=O)N1CCN(C(=O)Cc2ccc(-n3c(=O)[nH]c4ccccc4c3=O)cc2)CC1	-1	99	1452	0.98	5	7	4	1.3	-2	1	8
CS(=O)(=O)N1CCN(c2ccccc2NC(=O)c2ccc(-c3ccc(Br)cc3)o2)CC1	1	103	1468	-0.083	-6	6	7	4.5	5	x	0
COc1ccc2nc(SCc3nc(N)nc(Nc4ccccc4)n3)[nH]c2c1	-1	92	1483	-0.29	14	-2	1	4.0	-12	-3	-5
COC(=O)c1ccccc1NC(=S)NC(=O)c1cccc2ccccc12	2	98	1488	x	9	17	11	6.7	-8	x	4
O=C(COC(=O)c1ccc[nH]c1=O)c1ccc(Cl)s1	-4	104	1658	x	-2	10	-4	0.3	2	-34	5
Cc1ccc(C2N(C)c3ccccc3-c3nc4ccccc4n32)o1 (stereo not drawn)	8	95	1754	-1.5	6	-3	2	2.3	5	x	-2
CCC(C)C(=O)Nc1c2c(nc3c1CCC3)CCCC2 (stereo not drawn)	2	102	1515	x	8	-3	0	2.7	-8	-10	-5
c1coc(-c2nn3c(Cn4nnc5ccccc54)nnc3s2)c1	-1	106	1384	x	-3	-5	-6	0.7	6	6	-6
CN(C)S(=O)(=O)c1cccc(NC(=S)NC(=O)C2CCCCC2)c1	-14	113	1249	0.42	-9	-9	-5	-0.3	-9	-18	2
CC(C)C(=O)Nc1cc(S(=O)(=O)Nc2cccc(Cl)c2)ccc1Cl	5	105	1390	x	-11	-4	2	2.5	-14	0	2
COc1ccc(CC(=O)Nc2ccc(-c3noc(-c4cccc(OC)c4)n3)cc2)cc1	10	89	1641	0.26	15	6	15	3.6	8	0	3
COc1ccc(NC(C)=O)cc1NC(=O)c1cccc(C(F)(F)F)c1	6	109	1649	-0.82	-10	2	0	0.5	-1	2	-1
COc1ccc(C(=O)Nc2ncc(C)s2)cc1S(=O)(=O)N1CCCC1	6	99	1581	-0.15	2	5	16	-0.8	-1	7	-4
CC(=O)NC1=NN(C(C)=O)C2(S1)C(=O)N(C(C)C)c1ccc(C)cc12 (stereo not drawn)	-2	110	1385	0.05	-4	-3	-4	0.0	-2	x	-6
COCCNC(=O)C(c1ccc(C)o1)N(Cc1ccc(OC)cc1)C(=O)Cn1nnc2ccccc21 (stereo not drawn)	2	94	1641	x	12	-4	12	11*	4	2	4
COc1cccc(C2=Nc3cccc4cccc(c34)N2)c1	7	118	1587	0.72	-19	10	1	1.4	-10	-49	2
O=C(Nc1ccccc1)N(CCN1CCOCC1)Cc1cccc(Cl)c1	-3	104	1379	x	0	-6	-8	1.5	8	0	1
O=C(C1CCN(S(=O)(=O)Cc2ccccc2)CC1)N1CCN(c2ncccn2)CC1	0	97	1537	x	6	3	4	0.2	-15	4	9
COc1ccc(N2C(=O)CN(Cc3cc(OC)c(OC)c(OC)c3)C2=S)cc1	-2	92	1616	0.34	12	2	5	2.2	-5	7	6
CN(C)/C=N/c1cc(=O)n(C)c(=O)n1CC1CC1	11	97	1498	0.022	1	5	10	-0.3	-6	-34	5
CCOC(=O)c1ccc(NC(=O)c2c(NC(=O)CCC(=O)O)sc3c2CCCCC3)cc1	-2	98	1692	x	6	8	6	2.8	16	-9	2
N/C(Cc1cccc2ccccc12)=N\OC(=O)c1cccs1	-1	110	1265	0.53	-10	6	1	1.7	7	-4	-3
Cc1nn(CC(=O)NCC2CCCO2)c(=O)c2ccccc12 (stereo not drawn)	-7	109	1580	x	-6	-1	-15	3.7	-4	-3	4
CN1C(=S)SC(N(O)C=C2C=CC(=O)C=C2)C1(C)C (stereo not drawn)	-4	101	1590	0.34	3	9	5	0.4	-1	x	1
O=C(CN1C(=O)C2(OCCO2)c2ccccc21)c1ccc(F)cc1	-2	97	1594	-0.12	6	-8	6	0.2	-5	x	-3
O=C1NC(=Nc2ccccc2)SC1Cc1cccc(Cl)c1Cl (stereo not drawn)	2	88	1610	0.7	13	-7	-1	6.2	-14	6	5
Cc1c(NS(=O)(=O)c2cccc(C(=O)NCc3ccc(Cl)cc3)c2)c(=O)n(-c2ccccc2)n1C	-4	105	1494	x	-2	3	0	1.7	0	x	9
CCCOc1ccc(C2c3c(oc4ccccc4c3=O)C(=O)N2CCN(CC)CC)cc1OC (stereo not drawn)	3	98	1277	-0.3	5	-3	-7	1.9	-8	-6	16
COc1ccccc1CNc1cc(-c2ccccc2)ccc1OC	12	106	1452	x	-8	-6	-3	3.6	-2	6	-4
Cc1ccc(-c2noc(C3CCN(S(C)(=O)=O)CC3)n2)o1	-12	110	1599	0.0034	-10	-8	2	2.2	3	-9	0
CC1CN(C(=O)c2nn(C)cc2[N+](=O)[O-])CC(C)O1 (stereo not drawn)	0	102	1536	-0.58	5	7	2	-0.7	-9	x	4
Cc1cc(C)c(C)c(OCC(=O)NCCN(C)C)c1	0	100	1607	x	7	6	5	0.8	-3	-9	5
COc1ccc(C(=O)/C=C/C(=O)N(CC(=O)NC2CCCCC2)Cc2ccccc2OC)c(O)c1	-3	105	1525	0.37	0	1	-4	5.7	2	-1	-2
Cc1occc1-c1nc(-c2ccncc2)no1	-6	80	1578	x	26	3	0	1.8	-5	19	-1
Cc1ccc(CN2CCN(Cc3cnc(C)s3)CC2CCO)cc1 (stereo not drawn)	6	100	1394	x	4	-3	2	1.0	-2	0	2
Cc1cccc(-c2noc(CCC(=O)NCc3ccccc3)n2)c1	-1	102	1843	x	3	11	10	-0.8	4	-2	6
CCn1cc(C(=O)OCC(=O)c2cc(C)n(-c3ccccc3)c2C)c(=O)c2ccc(C)nc21	-1	99	1474	-0.36	-2	-5	-2	1.8	-14	-15	-7

Only SRC2 TRFRET art, STAT3 blocker and STAT1 blocker, for two of the compounds above:
canonical_smiles | SRC2 TRFRET art | STAT3 blocker | STAT1 blocker
Cc1cccc(-c2noc(CCC(=O)NCc3ccccc3)n2)c1 | 1843 | 3 | -1
CCn1cc(C(=O)OCC(=O)c2cc(C)n(-c3ccccc3)c2C)c(=O)c2ccc(C)nc21 | 1474 | -2 | -1
